KCC2 mod: KCC2 (human) Cl- transport modulation; actives 2.2% (n = 190,000); KCC2 cells, thallium flux FluoZin-2 fluorescence; Q9H2X9; B-score of Tl+ flux slope (higher = more flux/activation; lower = inhibition) at 10 µM;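 active means thallium flux slope and its plate-corrected score both differing from the plate sample mean at a set confidence after two filtering rounds, in either direction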;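 further: slope of fluorescence scaled to starting intensity during 10 to 20 s after thallium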
NCF1 inh: blocks human p47phox regulatory protein of NADPH oxidases | P14598 | p47phox/p22phox peptide binding, fluorescence polarization, 2 h | inhibition, % at 24.7 µM | actives 0.53% (n = 220,000) | AID 1274;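 further: 0% = p47phox with labelled peptide and 100% = labelled peptide alone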
Target sequence (P14598 whole entry, looked up): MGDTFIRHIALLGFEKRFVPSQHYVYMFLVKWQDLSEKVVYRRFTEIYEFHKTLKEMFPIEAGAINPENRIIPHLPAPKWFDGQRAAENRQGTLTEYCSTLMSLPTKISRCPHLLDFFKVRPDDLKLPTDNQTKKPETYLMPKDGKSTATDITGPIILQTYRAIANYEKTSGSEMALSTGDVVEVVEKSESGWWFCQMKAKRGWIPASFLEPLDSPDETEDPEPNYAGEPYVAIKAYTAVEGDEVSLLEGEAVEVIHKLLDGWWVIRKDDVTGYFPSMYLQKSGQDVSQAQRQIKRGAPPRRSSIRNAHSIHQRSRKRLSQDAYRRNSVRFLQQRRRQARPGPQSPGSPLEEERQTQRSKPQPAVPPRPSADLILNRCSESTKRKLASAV
hK5 inh: blocks human kallikrein 5 protease activity | Q9Y337 | recombinant hK5, fluorogenic AMC substrate cleavage | inhibition, % at 5 µM | actives 0.59% (n = 210,000) | AID 873;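 active means inhibition of 40% or more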;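 further: 0% = enzyme controls without compound and 100% = no-enzyme blanks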
Furin inhibitor: blocks human furin protease activity. purified furin, fluorogenic substrate cleavage. inhibition, % at 30 µM. P09958. actives 0.061% (n = 220,000); in the data active means inhibition above about 25%; further: inactives centre near -15
eIF4E-4G inh: inhibitors of eIF4E and eIF4G interaction in translation initiation; inhibition, % at 21.7 µM; P63073+Q04637; AID 782; TR-FRET eIF4E-eIF4GI(517-606) binding, 2 h; actives 0.37% (n = 220,000);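 further: 0% = full FRET control wells and 100% = background wells lacking eIF4GI fragment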
14-3-3 Bad PPI: disrupts binding of bovine 14-3-3 zeta to phospho-Bad peptide; P63103; TR-FRET 14-3-3zeta/Dy647-pBad peptide displacement, 1 h; inhibition, % at 21.7 µM; actives 0.71% (n = 220,000);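 active means inhibition above about 70%, limit read from the data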;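 further: 0% = full 14-3-3 plus peptide FRET controls and 100% = background without 14-3-3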
Target sequence (P63103 whole entry, looked up): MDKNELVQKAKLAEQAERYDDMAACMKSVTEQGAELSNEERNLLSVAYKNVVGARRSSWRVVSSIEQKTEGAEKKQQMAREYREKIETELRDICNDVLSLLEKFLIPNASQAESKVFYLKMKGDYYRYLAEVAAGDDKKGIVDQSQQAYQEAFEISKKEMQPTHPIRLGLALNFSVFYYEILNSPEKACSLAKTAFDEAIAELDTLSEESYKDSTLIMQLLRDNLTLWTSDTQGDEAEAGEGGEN
Rad51 HR inh: Rad51 (human) homologous recombination inhibition | Q06609 | hRad51 DNA strand exchange, fluorescence dequenching | inhibition, % at 10 µM | actives 0.085% (n = 200,000) | AID 1385;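 active means inhibition above 40% at the single screening dose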;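 further: 0% = DMSO control wells and 100% = blanks with heterologous ssDNA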
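Material: hRad51 filaments on single-stranded DNA; Reagent: Donor/quencher-labelled 47-bp dsDNA substrate; Compound: 10 µM final, single point; Schedule: 37 °C 15-min filament assembly, 30-min compound preincubation, 15-min exchange; Technique: FRET fluorescence, excitation 485 nm, emission 520 nm; Benchmarks: control wells and blank wells on each plate.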
thrombin 1536: inhibitors of human thrombin | P00734 | alpha-thrombin, Boc-VPR-AMC fluorogenic substrate cleavage | inhibition, % at 5 µM | actives 0.26% (n = 220,000) | AID 1046;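 active means inhibition at or above 40%; inactive means inhibition below 40%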;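 further: 0% = enzyme with no compound and 100% = wells without enzyme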
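signal = AMC fluorescence, 355/460 nm | material = human alpha-thrombin enzyme | control set = enzyme without compound as high, wells lacking enzyme as low | times = reaction at room temperature | read-out basis = percent inhibition scaled between no-compound controls and no-enzyme blanks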
EBV gp42 inh: inhibitors of Epstein-Barr virus glycoprotein 42 | Q1HVG2 | Fluorescence polarization binding assay, mP read-out | inhibition, % (tested at 21.74 µM) | actives 0.42% (n = 220,000) | AID 1085; in the data active means inhibition above about 50%
Target sequence (Q1HVG2 whole entry, looked up): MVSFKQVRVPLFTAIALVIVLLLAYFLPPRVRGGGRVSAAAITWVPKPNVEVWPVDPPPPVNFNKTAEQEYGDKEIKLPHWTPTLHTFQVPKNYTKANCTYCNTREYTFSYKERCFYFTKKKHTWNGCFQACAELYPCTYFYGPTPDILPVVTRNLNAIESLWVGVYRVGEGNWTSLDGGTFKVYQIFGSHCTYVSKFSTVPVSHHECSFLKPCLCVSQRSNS
* = called active by the depositor; nt = no result given; [ ] = remark or other dose.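 How the source made its calls, unless noted: active means inhibition above about 30% (limit read from the data); inactive means the rest.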 Not a hit list. Share with any hit: about 4.7%.

Rad51 HR inh,Furin inhibitor,14-3-3 Bad PPI,KCC2 mod,NCF1 inh,thrombin 1536,EBV gp42 inh,hK5 inh,eIF4E-4G inh,SMILES
-4,28*[20 µM],3[fluorescence artefact?],0.31,-17,2,-18,2,-9,COC(=O)c1[nH]c2ccccc2c1NC(=O)CN1CCC(C(N)=O)(N2CCCCC2)CC1
-25,-22,35,-0.58,-7,-6,8,-10,-3,Cc1ccn2c(NC3CCCC3)c(-c3cccs3)nc2c1
3,-19,10[fluorescence artefact?],nt,-17,1,-3,-4,5,COc1cc(NC2c3ccccc3C(=O)N2Cc2ccc3c(c2)OCO3)cc(OC)c1OC (stereo not drawn)
0,-36,41,0.45,-9,4,-10,-1,-16,COc1ccc(C(=O)Nc2cccc(/C=C/c3nc4ccccc4c(=O)[nH]3)c2)cc1
nt,-21,4,-4.4*,-7,-19,13,-7,-3,COC(=O)C(NS(C)(=O)=O)(c1c(C)[nH]c2ccccc12)C(F)(F)F (stereo not drawn)
4,-23,-3,0.35,-10,-1,-7,-2,-1,COc1cccc(C2CC(c3ccccc3OC)n3nc(N)nc3N2)c1 (stereo not drawn)
-5,-19[20 µM],1,nt,-13,-6,-1,-11,-1,CC(=O)c1cc(C#N)c(Oc2cccc(C(F)(F)F)c2)nc1C
4,-11,-17,-1.5,nt,-1,-11,0,6,O=C(N[C@@H](Cc1ccccc1)C(=O)OCc1ccccc1)c1nc[nH]c1C(=O)NC(c1ccccc1)c1ccccc1
26,-12,-3,1.5,-27,-1,-15,-20,0,CCOC(=O)c1sc(NC(=O)c2cc3n(n2)C(C(F)(F)F)CC(c2cccs2)N3)c(C(=O)OCC)c1C (stereo not drawn)
-8,-28,6[fluorescence artefact?],nt,-21,-4,-12,6,-2,O=C(C(Cc1ccccc1)n1cccc1)N1CCN(C2CCCCC2)CC1 (stereo not drawn)
16,-24,0,-0.76,3,2,-12,1,-6,CC1=CSC2=NC(C(F)(F)F)(C(F)(F)F)NC(=O)N12
1,-15[20 µM],-1,-3.2,-23,-5,11,-6,2,Cn1nc(C(F)(F)F)c2cc(NC(=O)OCc3ccc(F)cc3)sc21

Later entries:
Rad51 HR inh,Furin inhibitor,14-3-3 Bad PPI,KCC2 mod,NCF1 inh,thrombin 1536,EBV gp42 inh,hK5 inh,eIF4E-4G inh,SMILES
-9,-9,-14,nt,-30,4,-19,-10,-4,COc1ccccc1-c1cc(C(F)(F)F)nc(NCc2ccco2)n1
-2,0[20 µM],1,0.7,-5,4,-12,-5,3,COc1ccccc1CNC(=O)C1CCN(C(=O)N(C)C)CC1
nt,-14,0,1.3,-4,-2,-5,4,1,O=C(Nc1ccccc1)c1nnsc1S(=O)c1ccc(Cl)cc1 (stereo not drawn)
10,-8,-22,0.24,-7,15,-12,-6,-1,C(/CCc1ccccc1)=N\Nc1nc2ccccc2[nH]1
-36,-21,18,-0.0019,-8,0,-4,-7,-2,CCn1c2ccccc2c2cc(NC(=O)COc3ccccc3)ccc21
19,-4,-1[fluorescence artefact?],-0.014,-7,-1,-2,-11,6,N=c1oc2ccccc2cc1-c1nc(-c2ccccc2)cs1
2,1,-8,-1,-3,3,-15,2,4,COc1cccc(C(CC(=O)NCc2ccco2)NS(=O)(=O)c2ccc(C)cc2)c1OC (stereo not drawn)
-3,-13[20 µM],2,nt,-12,2,-9,13,5,c1ccc(Nc2ccccn2)cc1
2,-31,-1,nt,-18,-8,0,-9,0,CCCCNC(=O)Nc1cc(C(F)(F)F)c[nH]c1=O
-8,-11[20 µM],8,nt,-18,-2,2,-3,-4,COc1ccccc1OCCNc1cc(N2CCOCC2)ccc1[N+](=O)[O-]
-1,-17,61,0.085,3,3,-12,-3,1,CCOC(=O)Nc1ccc2c(c1)N(C(=O)CN1CCN3CCCC3C1)c1ccccc1CC2 (stereo not drawn)
-1,-18,5,0.17,-10,-7,-16,-2,4,COc1ccc([N+](=O)[O-])cc1-n1cnnn1

Part of the list above in order of formula weight, descending:
Rad51 HR inh,Furin inhibitor,14-3-3 Bad PPI,KCC2 mod,NCF1 inh,thrombin 1536,EBV gp42 inh,hK5 inh,eIF4E-4G inh,SMILES
2,1,-8,-1,-3,3,-15,2,4,COc1cccc(C(CC(=O)NCc2ccco2)NS(=O)(=O)c2ccc(C)cc2)c1OC (stereo not drawn)
2,-31,-1,nt,-18,-8,0,-9,0,CCCCNC(=O)Nc1cc(C(F)(F)F)c[nH]c1=O
10,-8,-22,0.24,-7,15,-12,-6,-1,C(/CCc1ccccc1)=N\Nc1nc2ccccc2[nH]1

Some of the entries so far, with two lines to a compound:
Screens in order – Rad51 HR inh, Furin inhibitor, 14-3-3 Bad PPI, KCC2 mod, NCF1 inh, thrombin 1536, EBV gp42 inh, hK5 inh, eIF4E-4G inh
N=c1oc2ccccc2cc1-c1nc(-c2ccccc2)cs1
 : 19, -4, -1[fluorescence artefact?], -0.014, -7, -1, -2, -11, 6
COc1cccc(C(CC(=O)NCc2ccco2)NS(=O)(=O)c2ccc(C)cc2)c1OC (stereo not drawn)
 : 2, 1, -8, -1, -3, 3, -15, 2, 4

(list continues)
Rad51 HR inh,Furin inhibitor,14-3-3 Bad PPI,KCC2 mod,NCF1 inh,thrombin 1536,EBV gp42 inh,hK5 inh,eIF4E-4G inh,SMILES
nt,-2,8[fluorescence artefact?],-0.11,-17,5,13,-3,-6,CC(NC(=O)COc1ncnc2cc([N+](=O)[O-])ccc12)c1ccccc1 (stereo not drawn)
-3,-25,-15,0.82,-12,-7,-7,-1,-5,CC(=O)NC(c1ccccc1)c1cccnc1 (stereo not drawn)
9,-13[20 µM],0,-0.37,-11,-4,-16,-2,-17[fluorescence artefact?],O=C(CSc1nnnn1C1CCCCC1)N1CCc2ccccc21
-3,-17,-3,-1.1,6,0,1,4,0,CN1CCc2nc3sc(C(=O)NCc4ccccc4)c(N)c3cc2C1
2,-13,-12,0.0062,-2,-1,-12,-2,-1,CC1=CC(C)C(COC(=O)CN2CCCCC2)C(C)C1 (stereo not drawn)
8,-23[20 µM],-4,nt,-7,6,-4,1,7,COCCNC(=O)C(=O)Nc1cccc(Br)c1
3,-25,-7,3.9*,-1,-6,-8,-4,2,CCn1c(-c2sc(-c3ccccc3)nc2C)n[nH]c1=S
2,-13,-10,nt,5,-4,6,3,-1,COc1cccc(CNc2ncn[nH]2)c1OCc1ccc(F)cc1
15,2[20 µM],-7,nt,-9,0,-9,4,5,O=C(Nc1cccc(NC(=O)c2ccccc2[N+](=O)[O-])n1)c1ccccc1[N+](=O)[O-]
10,-10[20 µM],-9,-0.64,-10,2,4,10,-3,CCn1c(SCC(=O)Nc2ccccc2)nnc1C1CCCCC1
0,-14,4,-0.57,-8,5,-31,5,1[fluorescence artefact?],O=C1C(C=NCc2ccco2)=C(O)c2ccccc21
3,-23[20 µM],-15,0.3,-4,-4,-10,-12,5[fluorescence artefact?],CCc1nnc(NC(=O)c2ccc3c(c2)C(=O)N(CC(C)C)C3=O)s1

(more compounds)
Rad51 HR inh,Furin inhibitor,14-3-3 Bad PPI,KCC2 mod,NCF1 inh,thrombin 1536,EBV gp42 inh,hK5 inh,eIF4E-4G inh,SMILES
3,-17,1[fluorescence artefact?],0.53,-33,0,-20,-4,5,CC(C)N(C(=S)Nc1cc(S(=O)(=O)N2CCOCC2)ccc1Cl)c1ccccc1
nt,-10,-5,0.89,-9,-5,-18,-11,-2,Cc1ccc(OCC(=O)NC(=S)Nc2cccc(NC(=O)c3ccccc3)c2)cc1
-9,-13[20 µM],8,nt,-6,1,-8,12,-2,Clc1ccsc1-c1csc(-c2cccnc2)n1
1,-11,-6[fluorescence artefact?],1,-16,-2,-9,-9,3,Oc1ccc(N=Cc2sc3ccccc3c2Cl)cc1
nt,21[20 µM],20,nt,-10,0,0,-26,4,CC1CC(C)CN(c2oc(-c3ccco3)nc2C#N)C1 (stereo not drawn)
0,1,-2[fluorescence artefact?],0.21,-32,-8,-29,-20,2[fluorescence artefact?],COc1ccc(NC(=O)c2ccc3ccccc3n2)cc1S(=O)(=O)Nc1ccccc1Cl
-10,-11[20 µM],5,-1.4,-8,-6,-14,-1,2,CCCc1cc(=O)[nH]c(SCC(=O)c2cc(C)n(CCC)c2C)n1
nt,-20,-7[fluorescence artefact?],0.22,-5,-2,3,-10,1,CCCCn1c(=N)n(CCOc2ccc(C)cc2)c2ccccc21
3,-16[20 µM],29,0.44,-21,8,-3,6,-3,CCCOc1ccc(/C(O)=C2/C(=O)C(=O)N(CCCOC)C2c2ccncc2)cc1 (stereo not drawn)
0,-8[20 µM],-3,0.61,-4,0,1,-5,5,O=C(CCN1CCCCC1)Nc1cccc(Cl)c1
-2,-20,-8,0.73,-7,-5,-16,-12,-2,Cc1nn(Cc2ccccc2)c(Cl)c1/C=C/C(=O)OC(C(=O)NC(N)=O)C(C)C (stereo not drawn)
8,-5[20 µM],0,-0.51,-4,5,-6,7,4,C=CCNC1=C(Cl)C(=O)N(c2cccc(Cl)c2Cl)C1=O

Next section:
Rad51 HR inh,Furin inhibitor,14-3-3 Bad PPI,KCC2 mod,NCF1 inh,thrombin 1536,EBV gp42 inh,hK5 inh,eIF4E-4G inh,SMILES
1,-18[20 µM],0,0.79,-11,4,-7,-3,1,Cc1ccc(C(=O)Nc2ccc(S(=O)(=O)NCc3ccco3)cc2)cc1
1,-13[20 µM],3,-0.99,-13,2,-3,-4,2,Cc1cc(C)nc(N2C(=O)CC(Cc3ccccc3)C2=O)n1 (stereo not drawn)
nt,-7,12,0.96,-4,-4,-12,-5,6,CC(=O)Nc1cccc(NC(=O)CSc2nc3ccccc3o2)c1
8,-20,-1,1.6,-5,4,-17,-13,0,COC(=O)c1cc(C#N)c(Oc2ccc(OC)cc2)nc1C
nt,-19,-6,0.41,-2,2,-10,nt,1,Cc1[nH]nc2c1C(c1cnn(C)c1)C(C#N)=C(N)O2 (stereo not drawn)
-39,-20,-1,-0.017,-3,4,-23,-3,3,O=Cc1cn(CCC(=O)O)nc1-c1cccc2ccccc12
-4,-12[20 µM],-21,nt,-3,-6,-11,-3,-2,O=[N+]([O-])c1cccc(-n2nnnc2CN2CCCCCC2)c1
7,-3,-22[fluorescence artefact?],-0.71,-11,0,1,-18,9[fluorescence artefact?],CC(=O)NS(=O)(=O)c1ccc(N=c2ssc3c2-c2cc(C)c(C)cc2NC3(C)C)cc1
3,-9,-14,-1.7,-9,-12,-14,-7,4,Cc1csc(NC(=O)c2cn3ccccc3n2)n1
4,-2[20 µM],10[fluorescence artefact?],nt,1,-8,1,1,-1,COc1c(C(=O)Nc2c(C)n(C)n(-c3ccccc3)c2=O)ccc2ccccc12
14,7,17,-0.23,-3,1,-5,26,-16,C/C(=N\NC(=O)CSCc1ccc([N+](=O)[O-])cc1)c1ccccc1O

Screening data: PubChem BioAssay, several laboratories
